mcGAS MS inh – blocks mouse cGAS cGAMP production. inhibition, % at 12.5 µM. recombinant mouse cGAS, cGAMP by RapidFire MS. actives 0.18% (n = 130,000). AID 1259397;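 active = inhibition of cGAS enzyme activity at or above 60%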;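 also: enzyme stimulated by 45 bp dsDNA with ATP and GTP substrates; cGAMP share of summed cGAMP plus half ATP and half GTP signals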
Target sequence (Q8C6L5 whole entry, looked up): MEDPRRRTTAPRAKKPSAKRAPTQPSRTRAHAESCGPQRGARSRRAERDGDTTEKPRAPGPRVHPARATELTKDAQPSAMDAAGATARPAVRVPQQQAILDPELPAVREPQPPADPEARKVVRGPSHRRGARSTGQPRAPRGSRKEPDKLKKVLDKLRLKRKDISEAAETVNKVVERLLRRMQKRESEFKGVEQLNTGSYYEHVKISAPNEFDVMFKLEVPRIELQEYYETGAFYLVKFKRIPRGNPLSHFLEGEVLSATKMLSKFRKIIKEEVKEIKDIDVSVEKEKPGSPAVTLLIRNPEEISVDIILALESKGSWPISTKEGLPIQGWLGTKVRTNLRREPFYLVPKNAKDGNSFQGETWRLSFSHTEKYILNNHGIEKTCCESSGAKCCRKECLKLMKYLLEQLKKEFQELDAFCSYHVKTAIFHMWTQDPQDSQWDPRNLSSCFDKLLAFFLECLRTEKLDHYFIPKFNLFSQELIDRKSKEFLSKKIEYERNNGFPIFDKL
* = called active by the depositor; & = joins results of further samples. The list is partial; rates above refer to the full screens.

Molecule	mcGAS MS inh
O=C1CN(c2ncnc3scc(-c4ccc(Cl)cc4)c23)CCN1	2.1
CCn1nnc2c(=O)n(CC(=O)NC(C)C)cnc21	0.3
CC(=O)c1sc2ccccc2c1O	0.0
COc1cccc(NC(=O)NC(c2ccccc2)c2cccs2)c1 (stereo not given)	-2.7
CCCC(=O)NC(=O)/C(C#N)=C/Nc1ccccc1Cl	-7.1
O=C(CCc1ncc(-c2ccc(F)cc2)o1)N1CCN(c2ccccc2)CC1	-1.6
Nc1ccc(S(=O)(=O)O)cn1	-0.7
COc1cc(C2c3c([nH]c(=O)[nH]c3=O)N=C3CC(C)(C)CC(=O)C32)cc(OC)c1OC (stereo not given)	-7.6
CCCc1cnc(C)nc1NCc1cccnc1N1CCN(C(C)=O)CC1	-12.5
CC1Cc2cc(C(=O)N(C)Cc3ccc(Cl)c(Cl)c3)ccc2N1S(C)(=O)=O (stereo not given)	-1.3
CN(C)C(=O)c1cnc(C23CC4CC(CC(C4)C2)C3)c(C(=O)N(C)C)c1	-26.5
CC(C)Oc1ccc(S(=O)(=O)N2CCOCC2)cc1NCc1c(F)cccc1Cl	2.3
COc1ccc(CN2CCN(Cc3ccc4nsnc4c3)CC2CCO)c(C)c1C (stereo not given)	-2.5
COc1cccc(C(O)c2nc(-c3cnn(C)c3)cs2)c1 (stereo not given)	2.3
O=C(COc1ccc(Br)cc1F)Nc1ccc(F)cc1F	-11.2
O=C1NCC(=O)N2CCN(C(=O)Cc3ccc4c(c3)OCO4)CC12 (stereo not given)	-4.3
Cc1c(C)n2c3c(=O)n(Cc4ccccc4)c(=O)n(C)c3nc2n1Cc1ccco1	-4.3
CSc1ccccc1C(=O)N1CCc2ccc(NC(=O)c3ccccn3)cc2C1	-8.1
O=C(Cc1csc(N2CCNC2=O)n1)NC1CCC(c2ncno2)CC1 (stereo not given)	-9.7
CC(C)CNC(=O)COC(=O)C(c1ccccc1)c1ccccc1	4.1
Cn1nnnc1SCc1nc(-c2ccc(Cl)cc2)no1	-2.8
CCOc1cccc(CN2CCN(C3CCCC3)C(CCO)C2)c1O (stereo not given)	-4.2
Cc1ccc(S(=O)(=O)Nc2ccc(Nc3cnc(-c4ccc(OC(F)(F)F)cc4)cn3)cc2)cc1	-7.9
CCOC(=O)c1sc2[nH]c(-c3cccnc3)cc(=O)c2c1C	10.1
COC(=O)CNC=CC(=O)C(F)(F)F	-19.0
CC(C(=O)NCc1ccccc1)N1CCN(c2ccccc2)CC1 (stereo not given)	-4.9
COc1ccc(S(=O)(=O)NC2CC2)cc1OC	-2.9
Cc1cnn(Cc2ccccc2Cl)c1NC(=O)c1ncc(F)cc1F	-18.7
CCN(C(=O)c1ccc(OCC(F)(F)F)nc1)C1CCN(c2ccccc2)C1=O (stereo not given)	-4.6
CCCc1ccc(CN2CCCC(c3nn(C)c(=O)n3CC)C2)o1 (stereo not given)	6.0
Cc1ccccc1-n1ncc2c(C3CC3)nn(CC(=O)N3CCCC3)c(=O)c21	-8.8
NC(=O)Cn1nc(-c2cccc(Br)c2)ccc1=O	-16.5
CCCc1cnc(C)nc1NC1CC(=O)N(C2Cc3ccccc3C2)C1 (stereo not given)	-14.6
O=S(=O)(c1cc(Br)ccc1Br)N1CCc2ccccc21	-6.5
FC(F)(F)c1ccc(NC(=S)NC2CC2)cc1	-2.9
CC(C)C(C)N(CCn1c(=O)oc2ccccc21)Cc1ccco1 (stereo not given)	-8.7
CN1CC(=O)N2C[C@@H](NS(=O)(=O)NCc3ccccc3)C[C@H]2C1=O	-33.5
COC(=O)COc1ccc(-c2nnc(Nc3ccc(O)cc3)c3ccccc23)cc1	-0.7
Cn1nc(C(=O)N2CCN(Cc3cccs3)CC2)c2ccccc2c1=O	-12.1
O=C(CSc1ccc(NC(=O)C2CC2)nn1)NCC1CCCO1 (stereo not given)	6.7
c1ccc(CSc2nnc3c(n2)[nH]c2ccccc23)cc1	-10.3
Cc1nc2sc(C(=O)N3CCC4(CCCO4)CC3)c(C)c2c(=O)[nH]1	-1.9
CSCCC(=O)N1CCC2(CCCN(Cc3ccc(F)cc3)C2=O)C1 (stereo not given)	-4.6
COCCCn1ccnc1-c1nccn1C	-22.5
O=c1c(O)c(-c2ccc(O)cc2)oc2ccccc12	3.8
COC(C)(C)O/N=C(\CN1CCOCC1)c1ccccc1	-4.4
CC(=NNC(=O)c1ccccc1)c1ccc2c(c1)Nc1ccccc1S2	5.3
Cc1ccc2c(c1)NC(=O)c1cc(NC(=O)OCc3ccccc3)ccc1O2	-7.5
COc1ncccc1NC(=O)Cn1c(C)cc(-c2csc(C)n2)c1C	-0.1
CCOc1ccc(CN2CCCn3cncc3C2)cc1CO	-28.3

Remaining list, next part.
Molecule	mcGAS MS inh
CC(NS(=O)(=O)c1ccc2ccccc2c1)(C(N)=O)c1ccccc1 (stereo not given)	-4.9
CCN(CC)CCNC(=O)C1=Cc2sc(C)c(C)c2CS1	-2.8
COc1ccc(CCC(=O)N2CCc3c(nc(-c4ccccc4)[nH]c3=O)C2)cc1	-28.5
Cc1noc(C)c1S(=O)(=O)N1CCC(CCC(=O)Nc2ccccc2)CC1	-10.6
O=C1C(Oc2ccc(F)cc2)CCN1C1CCOCC1 (stereo not given)	-29.3
Cc1[nH]c2ccc(F)cc2c1CC(=O)Nc1ccccn1	2.5
C=CCn1cc(CNC(CC)c2ccnn2C)c(C)n1 (stereo not given)	-10.8
Cc1ccsc1CN(C)C(=O)c1cc(S(N)(=O)=O)c(C)o1	-46.8
FC(F)Oc1ccccc1C=NNc1nc(-c2ccncc2)nc2ccccc12	-11.2
N#Cc1ccc(S(=O)(=O)NC(=O)c2ccc3c(c2)CCO3)cc1	-5.2&-4.4
Cc1[nH]c(=O)c(C#N)c(C)c1CCC(=O)Nc1ccccc1SC1CCCC1	-0.9
Cc1ccsc1[C@@H]1CCN(C(=O)COc2ccc3c(c2)OCO3)C[C@H]1O	-6.9
N#Cc1ccc(NC(=O)NC2CC2c2c(F)cccc2F)cc1 (stereo not given)	-9.9&-7.0
CC(C)N(C)c1ccc(N)cc1F	-12.2
Cc1ccc(C)c(-c2nnc(NC(=O)/C=C/c3cccs3)o2)c1	-1.6
CCn1nnc2c(SCc3ccc(C(=O)OC)o3)ncnc21	-3.1
NC(=O)C1CCCCN1C(=O)CSc1nc2ccc(Cl)cc2[nH]1 (stereo not given)	-26.3
CN1N=C(c2nc(-c3cc(Br)cs3)no2)CCC1=O	-0.1
Cc1[nH]c(=S)n(C2CCCCC2)c1C	-8.3
COc1cc(C(=O)NS(=O)(=O)Cc2ccccc2)cc(OC)c1C	-8.6
CCOC(=O)C1=C(COC(=O)Cn2nc(C)c([N+](=O)[O-])c2C)NC(=O)NC1C (stereo not given)	-4.4
COc1cc(C2CC(=O)N3CN(c4ccc(F)cc4)CSC3=C2C#N)cc(Br)c1O (stereo not given)	-6.1
O=C(CSc1nc(=O)n2cc(Cl)ccc2n1)Nc1cccc(Cl)c1	-6.8
Cc1ccc2[nH]c(=O)cc(C(=O)NCCN3CCCCC3CO)c2c1 (stereo not given)	-4.8
COc1ccc(-c2csc(C(C)(NC(C)=O)c3ccccc3)n2)cn1 (stereo not given)	6.8
Cc1cc(C(=O)NC(CC(C)(C)C)c2ccc(F)cc2)on1 (stereo not given)	-9.7
CCc1nc(CCNC(=O)NC)sc1C	0.7
COCc1ccc2ccccc2c1-c1ccc(C(=O)N(C)C)cc1	-25.8
CC1(C(=O)NS(=O)(=O)c2ccc3ccccc3c2)CCN1C(=O)Cc1cccs1 (stereo not given)	-13.1
CC(=O)Nc1cccc(-n2cnn(CN(C)CC3CCCCC3)c2=S)c1	-8.2

A second format for part of the listing above.
mcGAS MS inh | canonical_smiles
-4.3 | Cc1c(C)n2c3c(=O)n(Cc4ccccc4)c(=O)n(C)c3nc2n1Cc1ccco1
-0.7 | COC(=O)COc1ccc(-c2nnc(Nc3ccc(O)cc3)c3ccccc23)cc1

More results follow.
Molecule	mcGAS MS inh
O=C(NCC1CCCN(Cc2ccc3c(c2)CCO3)C1)c1n[nH]c2ccccc12 (stereo not given)	-8.2
CCc1nc(CN2CCCCC2C)cs1 (stereo not given)	-15.7
O=C(CSc1nc2[nH]ncc2c(=O)[nH]1)OCc1ccccc1	-3.5
c1ccc(OCc2noc(-c3ccc(NCc4ccon4)nc3)n2)cc1	-1.0
Cc1ccc(CNC(=O)CNC2(C(N)=O)CCCC2)cc1F	-20.3
Cc1ccc2nc(Nc3nc(C)cc(C(F)(F)F)n3)nc(C)c2c1	5.4
COc1cccc(N(Cc2nnc3n2CCCCC3)C(=O)Nc2cccc(C)c2)c1	-8.8
O=C(O)COc1ccccc1CN1CCCN2CCC[C@H]2C1	2.9
O=C(O)CC1(CC(=O)Nc2nccs2)CCCC1	0.8
Nc1nnc(-c2ccccc2)o1	-8.4
O=C(Nc1ccccc1CCO)c1ccccc1C1CCNC1 (stereo not given)	-4.1
Cc1cc(C(C)(C)C)cc(C)c1CSc1nnc(-c2ccncc2)n1C	-13.3
O=c1c2cc3c(=O)n(C4CCCCCC4)ccc3nc2ccn1-c1ncn[nH]1	-5.6
O=c1c2cc3c(=O)n(-c4ccncc4)ccc3nc2ccn1Cc1ccco1	-6.7
CC(=O)Nc1cnc(-c2ccc3c(c2)OCO3)cn1	-0.3
C(=NNc1ccccc1)c1cnn(-c2ccccc2)c1	51.2
Cn1c(=O)n(CC(N)=O)c(=O)c2c1nc1n2CCCN1c1ccc(Cl)cc1	-3.1
CC1(C2CC2)NC(=O)NC1=O (stereo not given)	-0.9
O=C(C=Cc1cn(Cc2ccccc2)nn1)NC1CCCCC1	-1.0
Cc1cc(C)n(C)c(=O)c1C(=O)N1CCN(C(=O)C2CCCO2)CC1 (stereo not given)	-17.3
CCCCOc1ccc(S(=O)(=O)NCCn2nc(-c3ccncc3)ccc2=O)cc1	-5.3
Cc1ccc(-c2nn(-c3ccccc3)cc2C(=O)N2CCCCCC2)o1	-0.6
O=C(Cc1cscn1)N1CCCC(c2nc(-c3ccncc3)ncc2-c2ccccc2)C1 (stereo not given)	-6.0
c1ccc2c(c1)ccn2CCCNC1CCCNC1 (stereo not given)	-3.3
Cc1csc(SCCn2c(N3CCCCCC3)nc3c2c(=O)[nH]c(=O)n3C)n1	-7.3
Cc1cc(Br)c(NC(=O)CSCCO)cc1C	-7.4
Cc1nn(-c2ccccc2)c(C)c1N1CCNCC1	-12.2
Cc1cccc(C(=O)Nc2cc(S(C)(=O)=O)ccc2C)n1	-6.7
CC(C)Cn1c(=O)c2c(nc3n2CC(C)CN3c2ccc(Br)cc2)n(C)c1=O (stereo not given)	-2.1
COc1ccc(Cl)cc1C(=O)NCCSCc1ccccc1	-2.5
CCOC(=O)c1c(-c2ccc(OC)cc2)[nH]c(-c2ccc([N+](=O)[O-])cc2)c1C(=O)OCC	-15.1
COc1cc(C(=O)NC(C)c2n[nH]c(C)n2)c2ccccc2n1 (stereo not given)	4.5
CC(C)C1CN(Cc2cccnc2)CCC(=O)N1Cc1ccc(F)cc1 (stereo not given)	-5.3
COc1ccc(CNC(=O)CCC2CCCN(C(=O)c3ccoc3)C2)c(OC)c1 (stereo not given)	-4.1
COc1ccccc1C(C)(C)C(=O)n1nc(C(F)(F)F)nc1N	-14.3&-10.8
Cc1nc(-n2nc(C3CC3)cc2NC(=O)c2cc(Cl)ccc2Cl)[nH]c(=O)c1C	0.7
O=S(=O)(c1ccc(F)c(F)c1)N1c2cccc3cccc(c23)S1(=O)=O	-13.5
CC(C)C1CN(C)CCN1C(=O)c1ccc(C(=O)c2cc[nH]c2)cc1 (stereo not given)	-1.7
Cc1nc(CN(C)C(=O)CC2C(=O)NCCN2Cc2ccc(F)cc2)cs1 (stereo not given)	-8.7
CCN1C(=O)C(CC(=O)NC)SC1=Nc1cc(Cl)c(O)c(Cl)c1 (stereo not given)	1.8
O=c1[nH]c2ccccc2c(=O)n1NC(=S)NC1CC2CCC1C2 (stereo not given)	-0.9
CC(=O)Nc1ccc(NC=C2C(=O)OC3(CCCCC3)OC2=O)cc1	1.1
O=c1c2ccccc2nc(CN2CCOCC2)n1CC(O)c1cccc(Br)c1 (stereo not given)	-4.4
Cc1cc(C(=O)N2CCOCC2)nn1CC(=O)Nc1nc2ccccc2s1	-0.8
CCOC(=O)C1(CCCc2ccccc2)CCN(C(=O)C2CC23CCC3)CC1 (stereo not given)	-7.0
Cc1cccc(C(C)C)c1N(CC(=O)N(C)C)CC(=O)N(C)C	-8.1
COc1cccc(C2C(Oc3cccc(C#N)c3)C(=O)N2CC2CCCO2)c1 (stereo not given)	0.8
COc1ccc(-c2cc(C(=O)O)n(-c3ccc(C)cc3C)n2)c(OC)c1	-0.4
CN(C)[C@H]1CCN(c2ccnc(C(=O)NCc3ccco3)c2)C1	-29.1
COc1cccc(CC2CN(C(=O)C3=Cc4ccccc4OC=C3)CCO2)c1 (stereo not given)	5.6

The list continues.
Molecule	mcGAS MS inh
CN(C)c1ncccc1CNC(=O)c1ccc(-c2ncn[nH]2)cc1	-12.3
COCCn1cc(NC(=O)Nc2cccc(C)c2C)c2ccccc21	-4.4
Cc1nn(C)c(C)c1S(=O)(=O)N1CCCCC1	-9.3
CC(C)CCOc1ccccc1CNC(=O)CNC(=O)c1ccoc1	-41.1
Clc1ccc2nc(-c3ccncc3)c(Nc3ccc4c(c3)OCO4)n2c1	-1.8
Cc1cc(S(=O)(=O)N(C)C)cc(NCC(=O)NCC23CC4CC(CC(C4)C2)C3)c1C	-7.4

Source: PubChem
